High-throughput results: PubChem, National Center for Advancing Translational Sciences (NCATS)
TbPYK inhibitor: T. brucei pyruvate kinase inhibition; TbPYK enzyme, Kinase-Glo Plus ATP luminescence, 45 min; Potency, µM (doses to about 76.8 µM), without a hit: top-dose activity, negative = inhibition, most hits filed as inhibitors; Q57TT1; 410,000 tested, 0.12% active; also: nearly all actives have a fitted effect of over 50% in size
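Luminescent Kinase-Glo Plus end-point after 45 min room-temperature reaction of T. brucei pyruvate kinase started with 130 uM ADP (final). Buffer TEA 50 mM pH 7.2 with KCl, MgCl2, BSA, Tween-20; titration-based qHTS with fitted concentration-effect curves.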
HCV inhibitor: HCV inhibition; Huh7.5.1 HCVcc-Cre infection, luciferase reporter, 44 h; Potency, µM (highest dose often 41.8 µM), without a hit: top-dose activity change, negative = inhibition, hits mostly inhibitors; 340,000 tested, 3.4% active; AID 651820
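Whole-lifecycle infectious HCVcc-Cre system; cells 1,000/well, compound then virus (~0.5 moi) added 4 h after plating, 44 h culture. Luciferase read 15 sec following 15 min substrate incubation, room temp.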
* = called active by the depositor; u = inconclusive; & = joins results of further samples; [ ] = another dose, or the depositor's remark. Calls follow the shape of the dose curve; as a rule, active = well fitted curve in the direction sought with a large enough effect; inconclusive = small, poorly fitted or top-dose-only effect, or another doubt; inactive = no such curve, though single readings can be large; an effect the other way counts as inactive or inconclusive. % is scaled to controls: 0 for no effect and ±100 for the full control effect; potency is read from the fitted curve at half-maximal effect. A portion of the library, so the mix of outcomes need not match the whole.

SMILES	TbPYK inhibitor	HCV inhibitor
CN(C(=O)c1ccc(NC(=O)Cc2cccc(NC(=O)C3CCN(C(=O)c4ccccc4)CC3)c2)cc1)C1CC1	-4%	0.56µM*
COc1ccc(CCNC(=O)c2cc3cc(F)ccc3nc2C)cc1OC	-12%	u
COC(=O)C12CCc3c(ccc4cc(OC)ccc34)C1=CC(=O)C2 (stereo unspecified)	-9%	-26%
O=C(NN=Cc1ccccc1)C(Oc1ccccc1)c1ccccc1 (stereo unspecified)	-3%	21%
COc1ccccc1-c1oc2ccccc2c1-c1ccccc1OC	0%	-8%
CN1OC[C@@H]2CN(Cc3ccccc3)[C@H](c3cccc(-c4ccc(C#N)cc4)c3)C[C@@H]21	0%	-10%[8.37 µM]
O=C(COc1ccc(Cl)cc1Cl)NCC1(N2CCOCC2)CCCCC1	3%	u
COCC(=O)N1C[C@H]2CON(C)[C@H]2C[C@H]1c1cccc(-c2ccc(C#N)cc2)c1	6%	3%
C#CCN1C=CC(=O)[C@@H](OC(=O)Nc2ccc(C)cc2)[C@H]1c1ccccc1Br	-11%	-2%
C/C(=C\[C@@H](NP(=O)(c1ccccc1)c1ccccc1)c1ccccc1)CO[Si](c1ccccc1)(c1ccccc1)C(C)(C)C	0%	-3%
COC(C/C=C\[C@H](O)[C@@H](C)OCc1ccccc1)OC	-1%	4%
CC(C)C(=O)c1c(C(C)C)nn2ccccc12	0%&4%	u
O=C(C[C@H]1C/C=C\C[C@H](NC(=O)OCC2c3ccccc3-c3ccccc32)C(=O)OC[C@@H]2CCCN2C1=O)N[C@H](CO)Cc1ccccc1	-7%	-7%
CCOC(=O)[C@@H]1[C@H]2COc3ccccc3[C@@H]2N2C(=O)N(c3cccc(C)c3)C(=O)[C@@]12C	4%	6%
CCN(C(=O)COC(=O)c1cc2ccccc2cc1OC)c1c(N)n(Cc2ccccc2)c(=O)[nH]c1=O	3%	-18%
CCCNC(=O)C1(CC2CC(c3ccccc3)=NO2)CCN(C(=O)Cc2ccc(F)cc2)CC1 (stereo unspecified)	2%	4%
CCC(CO)Oc1cc(NCc2cccc(OC)c2)c2ncn(C(C)C)c2c1 (stereo unspecified)	-16%	2µM*
Cc1ccc(OCc2occc2C(=O)O)cc1	0%	18%
O=C(COC(=O)c1ccccn1)Nc1ccc2c(c1)OCCO2	1%	-5%
CCN(CC)CCOC(=O)c1ccc(N=CC2=C(O)CC(C)(C)CC2=O)cc1	4%	21%
C[C@@H]1COC(=O)[C@H](Cc2ccc(F)cc2)C/C=C\C[C@@H](CC(=O)N[C@H](CO)Cc2ccccc2)C(=O)N1	5%	12%
CCOc1ccccc1C(=O)NC(C(=O)N(C)c1c(N)n(Cc2ccccc2)c(=O)[nH]c1=O)C(C)C (stereo unspecified)	9%	u
N#Cc1ccccc1OCC(=O)OCC(=O)N1CCCC1	0%	-4%
Cc1ccc(S(=O)(=O)N2CCOCC2)cc1C(=O)NC1=NCCS1	1%	-6%
CCOc1ccc(-c2nc3c(s2)CCc2onc(-c4ccc(OC)cc4)c2-3)cc1	8%	9%
COC(=O)[C@]1(Cc2ccccc2)N[C@H](CN(C)S(=O)(=O)c2ccc(C(C)(C)C)cc2)[C@@H]2C(=O)N(C)C(=O)[C@@H]21	-4%	u
CC[C@H](C)/C=C(C)/C=C/C1=CC2=C(Cl)C(=O)[C@](C)(OC(C)=O)C(=O)C2=CO1	-20%	0%
O=C(COc1ccccc1C(=O)O)Nc1cccc2ccccc12	2%	3%
CC(CCc1ccccc1)NC(=O)C1CCC1 (stereo unspecified)	3%	28%
C=CCN1C(=O)C(=O)N(CC(=O)NCC(=O)Nc2ccc(F)c(F)c2F)C1=O	-10%	6%
CNC(=O)Cn1nc(C)c(S(=O)(=O)N2CCOCC2)c1C	3%	8%
Cc1nc2c(cnn2CCO)c(=O)[nH]1	2%	16%
CNC(C)Cc1ccccc1 (stereo unspecified)	-4%	16%
CCCNS(=O)(=O)c1cc2c(cc1Br)CCN2C(=O)CC	1%	2%
O=C(COC(=O)Cc1ccc(Br)cc1)NC1CCCC1	2%	9%
C=C1CCN([C@@H](CC(C)C)C(=O)NCc2ccc(Cl)cc2)S(=O)(=O)c2ccccc21	5%	10%
Cc1noc(C)c1NC(=O)N(C)C[C@H]1Oc2ccc(NC(=O)Cn3cnnn3)cc2C(=O)N([C@H](C)CO)C[C@@H]1C	4%	-3%
CC1(c2nnc(-c3cccc(Cl)c3)o2)CC(c2c(Cl)cccc2Cl)=NO1 (stereo unspecified)	0%	-6%
COc1cc(OC)cc(C(=O)N[C@H](C(=O)NNC(=O)c2ccc(Br)cc2)C(C)C)c1	3%	u
COc1ccc(S(=O)(=O)Nc2cccc3c2O[C@@H](CN(C)Cc2ccc(C(=O)O)cc2)[C@@H](C)CN([C@H](C)CO)C3=O)cc1	-4%	4%
Cc1ccc(S(=O)(=O)N(CCC(=O)NCC(c2ccccc2)N(C)C)c2ccccc2)cc1 (stereo unspecified)	-4%	-23%
COc1ccc(NC(=O)COC(=O)Cc2coc3cc(OC)ccc23)c(OC)c1	-1%	7%
N#Cc1ccc(C(=O)NC(=S)NC2CCCCC2)cc1	4%	12%
COc1ccc(C(=O)OCC(=O)NCc2ccc3c(c2)OCO3)cc1S(=O)(=O)N1CCOCC1	-5%	15%
CC(C)C(=O)NCCc1nc(-c2ccccc2)no1	4%	9%

3 compounds picked at random from those above, as already listed:
SMILES	TbPYK inhibitor	HCV inhibitor
N#Cc1ccc(C(=O)NC(=S)NC2CCCCC2)cc1	4%	12%
CC(C)C(=O)NCCc1nc(-c2ccccc2)no1	4%	9%
CCCNS(=O)(=O)c1cc2c(cc1Br)CCN2C(=O)CC	1%	2%

The list goes on:
SMILES	TbPYK inhibitor	HCV inhibitor
CC(C)C[C@H]1COCCS(=O)(=O)N1Cc1cccc(F)c1	0%	-13%[8.37 µM]
O=C(Cc1ccc(Br)cc1)OCC(=O)N1CCCCCC1	-8%	7%
CC(C)(C)[C@]1(O)C[C@@H]2OC(=O)C[C@@]23C(=O)O[C@@H]2OC(=O)[C@@H](O)C213 (stereo partly specified)	0%	20%
CCOC(=O)c1cc2c(=O)n3ccccc3nc2n(Cc2ccc(Cl)cc2)c1=N	2%	u
Cc1cc(C)c(C)c(S(=O)(=O)N2CCC(C(=O)OCC(=O)NC3CCS(=O)(=O)C3)CC2)c1C (stereo unspecified)	3%	1%
O=c1nc2onnc2c(C=NO)[nH]1	-5%	2%
CC(C)C[C@@H](CN)NC(=O)c1nc[nH]c1C(=O)N[C@@H](C)C(=O)CNC[C@H](C)NC(=O)c1nc[nH]c1C(=O)N[C@@H](Cc1ccccc1)C(=O)O	-1%	6%
CC(C)CNC(=O)c1ccccc1C(=O)NC1(C(=O)NCC(C)C)CCCC1	4%	0%
CC(=O)c1ccc(S(=O)(=O)N2CCNC(=O)C2)cc1	2%	0%
CC(=NNC(=O)c1cccc(S(=O)(=O)N2CCOCC2)c1)c1ccc(Cl)cc1	-4%	-25%
CC(C)(C)C(=O)N1CCN(c2ccc([N+](=O)[O-])cc2Cl)CC1	-1%	u
CC[N+]1(C)CCC(O)(c2ccc(OC)cc2)C(C(=O)c2ccc(OC)cc2)C1 (stereo unspecified)	-11%	u
O=S(=O)(c1ccc(Br)cc1F)N1CCCCC1CCO (stereo unspecified)	-2%	-7%
COc1ccc(NC(=O)c2cc(C)nc3ccccc23)cc1S(=O)(=O)N1CCOCC1	3%	u
COc1cc(C(=O)N2CCN(S(=O)(=O)c3ccc(Cl)cc3)CC2)ccc1OCC(=O)N1CCOCC1	-4%	8%
COc1ccc(NC(=O)C2CCCCN2S(=O)(=O)c2ccccc2)cc1S(=O)(=O)N1CCOCC1 (stereo unspecified)	1%	-6%
CSc1ncccc1C(=O)Nc1cccc(S(=O)(=O)N2CCCCCC2)c1	0%	u
CS(=O)(=O)N1c2ccccc2[C@@]2(Br)C[C@H]3C(=O)N[C@@H](Cc4ccccc4)C(=O)N3[C@@H]12	13%	7%
C[C@H](CO)N1C[C@H](C)[C@@H](CN(C)Cc2ccc(Oc3ccccc3)cc2)Oc2c(NC(=O)C3CC3)cccc2C1=O	-7%	16µM*
C[N+](C)(C)CCC(=O)N1C/C(=C/c2ccccc2)C(=O)/C(=C\c2ccccc2)C1	-10%	u
O=C(O)c1ccc(CCCc2ccccc2)cc1	-7%	29%
COCCOC(=O)C1=C(C)NC(=S)NC1c1ccc(OCC(=O)N2CC(C)OC(C)C2)c(OC)c1 (stereo unspecified)	-4%	8%
Cc1cc(NC(=O)CSCC(=O)NC(C)c2ccccc2)no1 (stereo unspecified)	6%	3%
COCOc1cc(O)c2c(=O)c(OCOC)c(-c3ccc(OCOC)c(OCOC)c3)oc2c1	-1%	-39%
CCOC(=O)[C@@H]1[C@H]2COc3ccc(Br)cc3[C@@H]2N2C(=O)N(c3cccc(Cl)c3)C(=O)[C@@]12C	-6%	5%
COc1ccc(C(=O)NC2CC2)cc1OC1CCN(Cc2ccc(F)cc2Cl)CC1	-2%	u
O=C(CCN1CCc2ccccc2C(O)(c2ccccc2)C1)c1ccc2c(c1)OCCO2 (stereo unspecified)	-15%	9%
CC[C@H](OC(C)=O)C(C[C@H](C)N(C)C)(c1ccccc1)c1ccccc1	3%	u
Cc1ccc(S(=O)(=O)N2CCC(C(=O)NCc3ccccc3CN3CCCC3)CC2)cc1	-1%	-9%
CCN(CC)C(=O)[C@H]1C[C@H](CC(=O)NCCc2ccccn2)C(=O)N2CCc3c([nH]c4ccc(Cl)cc34)[C@]12C	3%	8%

Ordered by molar mass (smallest number first): some entries from above
SMILES	TbPYK inhibitor	HCV inhibitor
C[N+](C)(C)CCC(=O)N1C/C(=C/c2ccccc2)C(=O)/C(=C\c2ccccc2)C1	-10%	u
CS(=O)(=O)N1c2ccccc2[C@@]2(Br)C[C@H]3C(=O)N[C@@H](Cc4ccccc4)C(=O)N3[C@@H]12	13%	7%
CCN(CC)C(=O)[C@H]1C[C@H](CC(=O)NCCc2ccccn2)C(=O)N2CCc3c([nH]c4ccc(Cl)cc34)[C@]12C	3%	8%

Later entries:
SMILES	TbPYK inhibitor	HCV inhibitor
O=C(CNCc1ccc(F)cc1)Nc1cc(S(=O)(=O)N2CCOCC2)ccc1Cl	-2%	u
Cc1cc(C)c(C(=O)CC(=O)c2cccnc2)c(C)c1	5%	-26%
C#CCOCCOCCOCCNc1nc(N2CCN(C(=O)[C@H](CCCCN)n3cc(CN)nn3)CC2)nc(N2CCN(C(=O)[C@H](CCCCN)n3cc(CN)nn3)CC2)n1	-4%	15%
O=C1/C(=C\c2ccc(Cl)cc2)CCC1CNc1ccc(Cl)cc1 (stereo unspecified)	1%	u
COc1ccc(C(=O)NNC(=O)CCc2nc3ccccc3c(=O)[nH]2)cc1	3%	8%
CN(c1ccccc1)c1ncnc2c1ncn2C	1%	7%
O=C(O)c1ccc(Cn2cnc3c(=O)[nH]cnc32)cc1	-2%	28%
C[C@@H]1O[C@@H](O[C@H]2[C@H](O[C@H]3C[C@]4(C)C(C[C@@H](O)C5C([C@]6(C)CC[C@@H](C(C)(C)O)O6)CC[C@]54C)[C@@]4(C)CC[C@H](O)C(C)(C)C34)O[C@H](CO)[C@@H](O)[C@@H]2O)[C@H](O)[C@H](O)[C@H]1O (stereo partly specified)	-9%	13%
CC(C)c1ccc2c(c1)CC[C@H]1[C@](C)(CN)CCC[C@]21C	1%&-2%	u
C[C@]12c3[nH]c4cc(-c5ccco5)ccc4c3CCN1C(=O)[C@@H](CC(=O)NCC13CC4CC(CC(C4)C1)C3)C[C@@H]2C(=O)N1CCCCC1	-5%	6%
CC1CCN(C(=O)COC(=O)Cn2cnc3ccccc32)CC1	33%	13%
Nc1nnc(C(=O)c2ccccc2N)s1	-12%	7%
Clc1ccc2c(NCCNC3CCCCC3)ccnc2c1	2%	7.9µM*
O=C1CCC[C@@H]2Cc3nc4ccccc4cc3[C@@H]3CCN1[C@H]23	6%	19%
COC(=O)C1=C(c2ccccc2)C[C@@H]2CC[C@H]1N2C(=O)NCCCOC(C)C	-2%	-9%
C[C@H](CO)N1C[C@H](C)[C@@H](CN(C)C(=O)Nc2ccc(C(F)(F)F)cc2)Oc2ccc(NS(=O)(=O)c3ccccc3)cc2C1=O	9%	3%
COc1ccc(C=NNC(=S)NC23CC4CC(CC(C4)C2)C3)cc1OC	-3%	-26%
CC1(c2ccccc2)NC(=O)N(CC(=O)NCCN2C(=O)S/C(=C\c3cccnc3)C2=O)C1=O (stereo unspecified)	1%	6%
Cc1ccc(NC(=O)c2cccc(S(=O)(=O)Nc3c(C)n(C)n(-c4ccccc4)c3=O)c2)cc1C	-1%	-22%
CCc1ccc(C(C)NC(=O)c2cccs2)cc1 (stereo unspecified)	0%	2%
CC1=CC(C)(C)NC(=S)N1c1ccc([N+](=O)[O-])cc1	2%	-17%

Laid out differently: results already given
Order of values: TbPYK inhibitor, HCV inhibitor
- C[C@H](CO)N1C[C@H](C)[C@@H](CN(C)C(=O)Nc2ccc(C(F)(F)F)cc2)Oc2ccc(NS(=O)(=O)c3ccccc3)cc2C1=O
 : 9%, 3%
- CC1(c2ccccc2)NC(=O)N(CC(=O)NCCN2C(=O)S/C(=C\c3cccnc3)C2=O)C1=O (stereo unspecified)
 : 1%, 6%
- CC1=CC(C)(C)NC(=S)N1c1ccc([N+](=O)[O-])cc1
 : 2%, -17%
